Screens (PubChem BioAssay)
RTF Ca sens act = cardiac RTF calcium sensitization | 340,000 tested, 0.24% active | activation, % at 7.2 µM | IANBD-labeled TnC RTF fluorescence at EC20 calcium; 0% EC20 calcium, 100% full calcium | P19429+P45379;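 active means activation above the mean over all tested compounds plus 3 SD, cut at about 30% in these data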;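 further: rise in fluorescence read as greater calcium sensitivity of cardiac thin filaments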
OPRM1-OPRD1 ag = OPRM1-OPRD1 heterodimerization agonism. P35372+P41143. cells, luminescence. activation, % at 9.3 µM. 340,000 tested, 0.3% active; in the data active means activation above about 18%;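 further: 0% = vehicle-treated cells and 100% = reference agonist; values of inactives mirror those of a sister screen read the other way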
HTR5A ag ctr = counter-screen for OPRM1-OPRD1 agonists: human HTR5A agonism | P47898 | HTR5A agonist assay, luminescence, cell-based | activation, % at 9.3 µM | 340,000 tested, 0.61% active; in the data active means activation mostly above about 9.5%, no sharp cut-off; inactive means mostly below about 7.6%;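 further: 0% = cells with vehicle only and 100% = reference agonist; strong numbers were not always called active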
Target sequence (P47898 whole entry, looked up): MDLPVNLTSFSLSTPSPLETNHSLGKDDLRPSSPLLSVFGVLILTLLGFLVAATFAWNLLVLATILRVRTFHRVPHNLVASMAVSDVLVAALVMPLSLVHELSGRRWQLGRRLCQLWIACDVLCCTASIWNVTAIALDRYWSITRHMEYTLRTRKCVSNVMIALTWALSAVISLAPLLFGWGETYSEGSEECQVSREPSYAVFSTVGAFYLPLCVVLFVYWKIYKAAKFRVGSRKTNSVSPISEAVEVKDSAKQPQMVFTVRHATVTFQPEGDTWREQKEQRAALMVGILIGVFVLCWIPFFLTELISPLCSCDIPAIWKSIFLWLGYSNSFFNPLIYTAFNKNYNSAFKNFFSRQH
HTR5A inv ag = HTR5A inverse agonism, opioid heterodimer counter-screen. P47898. HTR5A cell line, luminescence. inhibition, % at 9.3 µM. 340,000 tested, 0.083% active; in the data active means inhibition mostly above about 23%, no sharp cut-off; inactive means mostly below about 18%;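 further: 0% = cells with DMSO and 100% = no-cell wells with DMSO; some compounds called inactive have numbers as strong as hits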
RTF Ca sens inh = cardiac RTF calcium desensitization | P19429+P45379 | AID 493244 | 340,000 tested, 0.12% active | inhibition, % at 7.15 µM | IANBD-labeled cardiac RTF, Ca2+ fluorescence;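 active means inhibition above the mean inhibition of all tested compounds plus 3 SD, cut at about 17% in these data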;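 further: assay run at fixed EC70 calcium of 1.6 mM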
V-ATPase pHluor = regulators of yeast V-ATPase proton transport. S. cerevisiae, pHLuorin cytosolic pH fluorescence. response, % at 10 µM. 350,000 tested, 0.37% active. AID 504577; in the data active means response mostly above about 7.3%, no sharp cut-off; inactive means mostly below about 5.4%; further: actives read high; inactives centre near 0; some compounds called inactive have numbers as strong as hits; reference of the scale not given here
C-LANA FP = inhibitors of KSHV LANA C-terminal domain DNA binding. MBP-C-LANA/FAM-LBS DNA binding, fluorescence polarization. inhibition, % at 9 µM. 340,000 tested, 0.078% active. AID 504423;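 active means highest replicate inhibition at or above 60% at 9 µM, even if other replicates fall short; inactive means all replicates below 60% inhibition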;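 further: 0% = neutral control wells and 100% = 4 µM acridine orange control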
CAL-PDZ inh HTS = blocks peptide binding to the human CAL PDZ domain; 300,000 tested, 0.92% active; AID 602252; Q9HD26; purified CAL PDZ, TMR-peptide fluorescence polarization, 1 h; inhibition, % at 24.9 µM;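 active means mean inhibition of at least 30% with at least half of replicates also reaching 30%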;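 further: 0% = DMSO neutral control and 100% = excess unlabeled competitor peptide PRC23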
OPRM1-OPRD1 inv = inverse agonists of human mu-delta opioid receptor heterodimerization. inhibition, % at 9.3 µM. cell-based MOR-DOR heterodimer luminescence, inverse agonism. P35372+P41143. 340,000 tested, 0.21% active; in the data active means inhibition above about 22%, passing the limit was not always enough;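 further: 0% = cells with DMSO and 100% = wells without cells with DMSO; values of inactives mirror those of a sister screen read the other way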
Keap1-Nrf2 PPI = disrupts human Keap1 binding to Nrf2 peptide; inhibition, % at 9.4 µM; Keap1 Kelch-Nrf2 peptide fluorescence polarization, 1536-well; 340,000 tested, 0.15% active; AID 504523; in the data active means inhibition above about 12%;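 further: human Keap1 Kelch domain with fluorescein labeled Nrf2 9mer peptide probe; 0% = neutral control wells and 100% = peptide positive control; higher means more block of Keap1 binding to Nrf2 peptide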
Target sequence (Q14145 whole entry, looked up, the tested form may be a part): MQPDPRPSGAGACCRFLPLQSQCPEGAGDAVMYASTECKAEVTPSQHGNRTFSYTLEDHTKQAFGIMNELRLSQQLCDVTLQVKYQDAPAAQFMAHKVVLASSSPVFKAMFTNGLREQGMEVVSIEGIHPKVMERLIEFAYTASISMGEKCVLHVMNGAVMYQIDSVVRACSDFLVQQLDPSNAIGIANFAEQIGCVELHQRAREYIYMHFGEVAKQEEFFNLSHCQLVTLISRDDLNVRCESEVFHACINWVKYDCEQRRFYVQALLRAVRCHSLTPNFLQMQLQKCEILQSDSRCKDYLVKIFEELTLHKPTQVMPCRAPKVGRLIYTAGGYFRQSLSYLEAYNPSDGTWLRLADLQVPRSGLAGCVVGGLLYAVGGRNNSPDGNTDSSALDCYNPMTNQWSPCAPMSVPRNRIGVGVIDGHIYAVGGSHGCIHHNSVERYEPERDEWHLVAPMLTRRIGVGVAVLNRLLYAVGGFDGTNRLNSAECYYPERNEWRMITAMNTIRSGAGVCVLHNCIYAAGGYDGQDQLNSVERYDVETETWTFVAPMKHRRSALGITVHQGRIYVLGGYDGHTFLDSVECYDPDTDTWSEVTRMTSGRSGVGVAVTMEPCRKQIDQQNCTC
Numbers without * were called inactive; x = no result given.

SMILES | RTF Ca sens act | OPRM1-OPRD1 ag | HTR5A ag ctr | HTR5A inv ag | RTF Ca sens inh | V-ATPase pHluor | C-LANA FP | CAL-PDZ inh HTS | OPRM1-OPRD1 inv | Keap1-Nrf2 PPI
Cc1cc(F)ccc1NC(=O)CCc1c(C)nn(-c2ccc(N3CCCCC3)nn2)c1C | 1 | -1.8 | -4 | -4 | -17 | -3 | 0.9 | 80* | 10 | -3
Cc1nc2scc(C)n2c(=O)c1S(=O)(=O)NCC1CCN(Cc2ccc(Cl)cc2)CC1 | -2 | -0.5 | -2 | -19 | 0 | 2 | 2.2 | -7 | 3 | -4
CCN(CC)C1CC(=O)N(c2cccc(Cl)c2)C1=O (stereo unspecified) | 3 | -2.6 | -6 | -9 | -4 | 8 | -1.0 | x | 13 | -6
Nc1c(C(=O)Nc2cccc(Cl)c2Cl)sc2nc(-c3cccnc3)ccc12 | -2 | 0.9 | 5 | -12 | -6 | -6 | 0.4 | 2 | -5 | 0
Cn1c(C2CCCN2C(=O)OC(C)(C)C)n[nH]c1=S (stereo unspecified) | 0 | -1.4 | -3 | -4 | -4 | -5 | 1.3 | -1 | 8 | -3
Cc1ccc(-n2ncc3c2CCCC3NC(=O)CCc2cnccn2)cc1C (stereo unspecified) | -2 | -1.7 | 3 | 4 | 0 | -2 | -1.5 | 2 | 9 | 3
Clc1ccc(N2COC3c4cccc5cccc(c45)C32)cc1 (stereo unspecified) | 0 | -1.3 | -1 | 2 | -14 | 0 | -2.0 | -2 | 6 | 3
Cc1cc(C)nc(N(C#N)S(=O)(=O)c2ccccc2)n1 | -6 | -1.6 | 0 | 23 | -10 | 4 | 0.2 | -4 | 7 | 3
CC(Sc1nnc(C(C)Oc2ccccc2F)o1)C(=O)NCc1ccc2c(c1)OCO2 (stereo unspecified) | 1 | -2.8 | 2 | -4 | -15 | -2 | -0.8 | -6 | 11 | -6
CCn1c(=O)c2c(nc(SCC(=O)NC3CCCC3)n2C)n(C)c1=O | 5 | -2.2 | -2 | 5 | -6 | 0 | 0.6 | -4 | 13 | 3

The closing 7 entries of the section above come first, to join the parts:
SMILES | RTF Ca sens act | OPRM1-OPRD1 ag | HTR5A ag ctr | HTR5A inv ag | RTF Ca sens inh | V-ATPase pHluor | C-LANA FP | CAL-PDZ inh HTS | OPRM1-OPRD1 inv | Keap1-Nrf2 PPI
Nc1c(C(=O)Nc2cccc(Cl)c2Cl)sc2nc(-c3cccnc3)ccc12 | -2 | 0.9 | 5 | -12 | -6 | -6 | 0.4 | 2 | -5 | 0
Cn1c(C2CCCN2C(=O)OC(C)(C)C)n[nH]c1=S (stereo unspecified) | 0 | -1.4 | -3 | -4 | -4 | -5 | 1.3 | -1 | 8 | -3
Cc1ccc(-n2ncc3c2CCCC3NC(=O)CCc2cnccn2)cc1C (stereo unspecified) | -2 | -1.7 | 3 | 4 | 0 | -2 | -1.5 | 2 | 9 | 3
Clc1ccc(N2COC3c4cccc5cccc(c45)C32)cc1 (stereo unspecified) | 0 | -1.3 | -1 | 2 | -14 | 0 | -2.0 | -2 | 6 | 3
Cc1cc(C)nc(N(C#N)S(=O)(=O)c2ccccc2)n1 | -6 | -1.6 | 0 | 23 | -10 | 4 | 0.2 | -4 | 7 | 3
CC(Sc1nnc(C(C)Oc2ccccc2F)o1)C(=O)NCc1ccc2c(c1)OCO2 (stereo unspecified) | 1 | -2.8 | 2 | -4 | -15 | -2 | -0.8 | -6 | 11 | -6
CCn1c(=O)c2c(nc(SCC(=O)NC3CCCC3)n2C)n(C)c1=O | 5 | -2.2 | -2 | 5 | -6 | 0 | 0.6 | -4 | 13 | 3
COc1ccc(CNC2CCN(Cc3ccccc3)CC2)cc1 | -2 | -2.3 | 2 | -4 | -6 | -1 | 1.5 | 2 | 12 | -8
COc1ccc(C2c3sc(=O)[nH]c3SC3C4CCC(C4)C23)cc1OC (stereo unspecified) | -5 | -1.6 | 3 | 10 | -7 | 7 | -0.4 | -4 | 7 | -4
COc1ccccc1N1CCN(CC(O)c2ccccc2)CC1 (stereo unspecified) | -4 | 0.2 | 1 | -23 | -17 | 1 | -1.1 | x | -2 | -2
CCOc1ccccc1N1CCN(C(=O)[C@@H]2CCCN2C2=NS(=O)(=O)c3ccccc32)CC1 | 0 | -2.9 | -4 | 9 | -3 | -2 | 0.6 | -3 | 12 | -4
CC[C@]12c3[nH]c4ccc(Cl)cc4c3CCN1C(=O)[C@@H](CC(=O)NCCCN(C)C)C[C@@H]2C(=O)N1CCN(C(=O)C2CC2)CC1 | 1 | -2.1 | 0 | 0 | -8 | -2 | 1.7 | -4 | 10 | -2
O=C(NC(=S)Nc1cccc(O)c1)C1CCCCC1 | -4 | 0.0 | 2 | -7 | 9 | -2 | 2.0 | x | 0 | 0
COc1ccc(C)cc1NC(=O)/C=C/c1ccc(OC)c(S(=O)(=O)N2CCOCC2)c1 | 1 | -3.1 | 10 | -25 | 3 | 0 | 0.2 | 5 | 13 | -2
COc1ccc(OC)c(C(=O)COC(=O)C2CC3CCCC(C2)C3=O)c1 (stereo unspecified) | 2 | 0.3 | -1 | 3 | -3 | 3 | -1.5 | -7 | -2 | -3
Cc1ccc(-c2csc(NC(=O)Cn3[nH]c(=O)c4ccccc4c3=O)n2)cc1 | -1 | 2.8 | 6 | -13 | -19 | 0 | 1.5 | -9 | -18 | -1
Cc1ccccc1NC(=O)c1c2c(nc3ccccc13)CCC2 | 1 | -0.6 | 1 | -3 | -11 | 1 | -0.7 | -4 | 3 | 3

Part of the list above, limited to CAL-PDZ inh HTS and V-ATPase pHluor.
mol,CAL-PDZ inh HTS,V-ATPase pHluor
Cc1cc(F)ccc1NC(=O)CCc1c(C)nn(-c2ccc(N3CCCCC3)nn2)c1C,80*,-3
COc1ccc(C)cc1NC(=O)/C=C/c1ccc(OC)c(S(=O)(=O)N2CCOCC2)c1,5,0

More records follow.
SMILES | RTF Ca sens act | OPRM1-OPRD1 ag | HTR5A ag ctr | HTR5A inv ag | RTF Ca sens inh | V-ATPase pHluor | C-LANA FP | CAL-PDZ inh HTS | OPRM1-OPRD1 inv | Keap1-Nrf2 PPI
CCOc1ccc(N(C(C)C(=O)NC2CCCCCC2)S(C)(=O)=O)cc1 (stereo unspecified) | -9 | -1.4 | 1 | -4 | -2 | -2 | -1.3 | 0 | 7 | -1
COC(=O)c1ccccc1NC(=O)CN(CCc1ccccc1)S(C)(=O)=O | -4 | -1.1 | -5 | 5 | 2 | 0 | 0.1 | -2 | 6 | 3
O=C(Nc1cccc([N+](=O)[O-])c1)c1ccc2c(c1)OCCO2 | -2 | -2.6 | 6 | -5 | -1 | -3 | 4.4 | -11 | 14 | -1
COc1ccc(OC)c(C2CC(=O)Nc3c2c(=O)[nH]c2ncnn32)c1 (stereo unspecified) | 6 | -1.0 | 1 | -2 | -9 | -3 | 5.1 | -25 | 5 | 4
COc1cc(-c2nn3c(-c4ccccc4)nnc3s2)cc(OC)c1OC | -2 | 0.0 | 2 | 20 | 10 | -5 | 0.4 | -2 | 0 | -2
CCOc1ccc(NC(=O)CC(=O)Nc2ccc(OCC)cc2)cc1 | 3 | 0.9 | 5 | -17 | 0 | -3 | -1.5 | 0 | -4 | 6
CCCC(C(=O)NC1CCCC1)N(C(=O)Cn1nnc(-c2ccc(C)o2)n1)c1ccccc1F (stereo unspecified) | -3 | -0.1 | 0 | -1 | -7 | -1 | -1.1 | 4 | 1 | -2
N#C/C(=C/c1ccc(N2CCOCC2)o1)c1ccc(Cl)cc1 | 26 | 3.4 | -3 | 7 | -36 | -1 | -2.0 | 2 | -21 | -2
CCC(C)(C)C1CCC(=NNC(=S)Nc2cccnc2)CC1 (stereo unspecified) | 3 | 0.6 | -6 | 15 | -3 | 1 | 0.8 | 2 | -3 | -3
COCCNC(=O)CCCn1c(=O)c2cc(OC)c(OC)cc2n(CC(=O)NCCC2=CCCCC2)c1=O | 2 | -2.7 | 3 | 1 | -3 | 3 | 0.6 | -4 | 14 | -6
CCc1nnc(N/N=C/c2ccc(N3CCC(C)CC3)c([N+](=O)[O-])c2)n1N | 5 | 3.0 | 0 | -6 | -10 | 16* | -4.3 | 8 | -14 | -7
COc1ccc(/C=N/N(C)c2cc(=O)n(C)c(=O)[nH]2)cc1OC | -1 | 1.8 | -4 | 11 | -6 | -2 | -0.7 | -3 | -9 | 4
O=C(OCCn1c(=S)sc2ccccc21)c1ccccc1 | -4 | -2.9 | -1 | 5 | 1 | -2 | -2.5 | -1 | 13 | 3
Cc1occc1C(=O)NCCc1cccc(Cl)c1 | 0 | -0.1 | -7 | 15 | -6 | -1 | 1.2 | -2 | 1 | 0
NS(=O)(=O)c1ccc(Sc2ccc3ccccc3c2)nc1 | 3 | 3.7 | 3 | -10 | -9 | -8 | 1.5 | 0 | -20 | 5
CCC(CO)Oc1cc(NC(=O)c2cccc(Cl)c2)c2ncn(C(C)C)c2c1 (stereo unspecified) | 0 | 0.4 | -1 | 2 | -3 | -2 | 4.9 | 0 | -2 | -4
CC1CCCC(C)N1C(=O)COC(=O)Cc1ccc(Cl)cc1 (stereo unspecified) | -1 | -1.4 | -1 | 4 | -6 | -1 | 1.5 | 1 | 7 | 6
CSc1nnc2c(n1)OC1(Nc3ccccc3-2)C(=O)Nc2ccccc21 (stereo unspecified) | -3 | -11 | -5 | -1 | -5 | 1 | 0.0 | 0 | 53* | 0
CCOC(=O)C1(Cc2ccccc2)CCN(Cc2cccc3nccnc23)CC1 | -10 | 2.2 | 3 | -8 | 10 | 4 | 1.3 | -1 | -15 | -2
CCN(CC)CCCNC(=O)CCc1c(C)n(CC)c2cc(-c3ccccc3OC)nn2c1=O | -1 | -1.0 | 4 | -14 | -3 | -1 | -0.6 | -3 | 6 | -3
COc1ccc(N/C=C(\C(C)=O)c2ccc(OC)c(OC)c2)cc1OC | 3 | -0.2 | -15 | -23 | 4 | 1 | -0.5 | 0 | 1 | 3
Cc1cc(C)c(S(=O)(=O)N2CCN(c3ccccc3)CC2)c(C)c1 | 5 | 1.9 | 3 | -10 | -1 | -2 | -1.0 | -14 | -9 | -5
COc1ccc(C(CNC(=O)c2cc(=O)[nH]c3ccccc23)N2CCCC2)cc1 (stereo unspecified) | 9 | -1.0 | 9 | -30 | 0 | -1 | 0.4 | -23 | 6 | -3
Cc1cc(NC(=O)Nc2ccc3c(ccn3C)c2)sn1 | -1 | -0.7 | -2 | 2 | -9 | -2 | -8.5 | -4 | 4 | 2
CCOC(=O)c1c(C)c(C)n(Cc2ccc(OC)c(OC)c2)c1C | -5 | -2.1 | -1 | -21 | -13 | -5 | -1.8 | -2 | 11 | -4
COc1cccc(-c2coc3cc4oc(=O)c(CC(=O)O)c(C)c4cc23)c1 | -6 | -1.4 | 2 | -6 | -2 | -2 | 2.0 | -7 | 6 | 1
Cc1ccc(S(=O)c2ccc(NC(=O)C3CC3)cc2C#N)cc1 (stereo unspecified) | 11 | 0.2 | 1 | 0 | -2 | -1 | 0.4 | -1 | -1 | 0
Cc1ccc(C)c(OCCC(=O)Nc2cccc(S(=O)(=O)NC3=NCCCCC3)c2)c1 | 1 | -1.3 | 0 | 0 | 1 | 2 | -0.6 | 1 | 5 | -2
